# TAAR1 agonist = human TAAR1 agonists, primary screen, Fluo-8 calcium fluorescence, CHO RD-HGA16 cells; activation, % at 3 µM; vehicle wells 0%, saturating PEA agonist 100%; 360,000 compounds, 0.99% hits; Trace amine-associated receptor 1 (Homo sapiens), Q96RJ0;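 active = activation above the mean activation of all test compounds in the run plus 3 SD, cut at about 38% in these data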
# Target sequence (Q96RJ0 whole entry, looked up): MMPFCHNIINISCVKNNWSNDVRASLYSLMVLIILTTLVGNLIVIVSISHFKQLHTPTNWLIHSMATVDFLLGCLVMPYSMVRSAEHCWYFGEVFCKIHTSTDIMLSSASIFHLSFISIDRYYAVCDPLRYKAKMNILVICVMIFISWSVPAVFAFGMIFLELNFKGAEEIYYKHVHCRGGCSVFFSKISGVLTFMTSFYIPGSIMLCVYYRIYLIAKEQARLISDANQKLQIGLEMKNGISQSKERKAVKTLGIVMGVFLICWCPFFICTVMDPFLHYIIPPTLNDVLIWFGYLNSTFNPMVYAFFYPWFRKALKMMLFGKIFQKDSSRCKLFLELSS
#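 Benchmarks: low control DMSO, high control PEA (EC100); System: CHO RD-HGA16 cells carrying human TAAR1 plus Gα16; Detection: Fluo-8 fluorescence, 5 s baseline then 140 s kinetic read; Schedule: 17-24 h plating, Fluo-8 75 min 37 °C, 30 min RT; Read-out basis: % activation from peak over basal fluorescence ratio, DMSO-to-PEA scaled.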
# CHO-K1 Ca PAM = nonselective calcium activators in parental CHO-K1 cells, primary screen, counter-screen for M1 PAM project, cell-based, Fluo-8 calcium fluorescence, full deck, 1536-well | ATP EC20; 0% at ATP EC20, 100% at ATP max | activation, % at 3 µM | 360,000 compounds, 0.02% hits;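 active = activation above the run cutoff, the mean activation of all test compounds plus 3 SD, cut at about 40% in these data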;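 also: peak over basal fluorescence ratio in a 140 s read after ATP addition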
# TAAR1 antag = human TAAR1 antagonists, primary screen, Fluo-8 calcium fluorescence, CHO RD-HGA16 cells; AID 624466, 2012; antagonist; Trace amine-associated receptor 1 (Homo sapiens), Q96RJ0; inhibition, % at 3 µM; 360,000 compounds, 1.5% hits;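 active = inhibition above a per-plate cutoff, the mean inhibition of test compounds on that plate plus 3 SD, cut at about 49% in these data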;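 also: 0% = DMSO plus EC80 beta-PEA response and 100% = DMSO alone without agonist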
#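 Assay system: CHO-derived RD-HGA16 cells stably expressing human TAAR1 plus Gα16. Timing: 140 s kinetic read after compound, 140 s after agonist. Technique: kinetic Fluo-8 calcium fluorescence measurement. Measure: % inhibition of agonist calcium response.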
# CHO parental Ca = ATP-evoked calcium signal inhibitors, parental CHO, primary screen, counter-screen for OX1R antagonist project, cell-based, fluorescence, Fluo-8 calcium dye; 330,000 compounds, 0.63% hits; parental CHO-K1, ATP-induced calcium, Fluo-8 fluorescence; AID 463079, 2010; inhibition, % at 5.6 µM;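 active = inhibition above that plate's mean sample inhibition plus 3 SD, cut at about 26% in these data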;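 also: 0% = ATP-challenged DMSO wells and 100% = DMSO wells without ATP; some compounds past the cut are filed as inactive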
#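 Material: parental CHO cells / Compound: single nominal dose of 5.6 µM per compound / Signal: Fluo-8 fluorescence / Replicates: singlicate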
# M1 ag = human M1 muscarinic receptor agonists, primary screen, Fluo-8 calcium fluorescence, CHO-K1 cells, HTS. Muscarinic acetylcholine receptor M1 (Homo sapiens), P11229. activation, % at 3 µM. CHO-K1 hM1, agonist mode; 0% DMSO, 100% acetylcholine EC100. 360,000 compounds, 0.33% hits. AID 588814, 2011;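 active = activation above the run's mean compound activation plus 3 SD, cut at about 16% in these data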;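 also: peak over basal fluorescence ratio within a 140 s kinetic read after compound addition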
# Target sequence (P11229 whole entry, looked up): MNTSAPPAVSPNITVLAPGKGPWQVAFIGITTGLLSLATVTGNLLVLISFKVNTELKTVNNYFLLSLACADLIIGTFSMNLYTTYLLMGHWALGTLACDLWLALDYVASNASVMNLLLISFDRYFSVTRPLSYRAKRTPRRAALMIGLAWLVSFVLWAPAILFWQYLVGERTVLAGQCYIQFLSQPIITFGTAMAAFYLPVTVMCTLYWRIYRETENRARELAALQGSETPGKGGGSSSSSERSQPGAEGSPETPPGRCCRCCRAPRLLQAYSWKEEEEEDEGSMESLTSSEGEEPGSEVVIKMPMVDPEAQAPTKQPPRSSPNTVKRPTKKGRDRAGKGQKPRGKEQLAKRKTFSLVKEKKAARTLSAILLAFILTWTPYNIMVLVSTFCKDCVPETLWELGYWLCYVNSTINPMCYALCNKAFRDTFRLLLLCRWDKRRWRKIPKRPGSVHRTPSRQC
# CHO-K1 Ca antag = nonselective inhibitor or artifact in parental CHO-K1 cells | inhibition, % at 3 µM | 360,000 compounds, 0.6% hits | ATP-induced calcium, Fluo-8 fluorescence | AID 602250;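 active = inhibition above a per-plate cutoff, the plate's mean sample inhibition plus 3 SD, cut at about 24% in these data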;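 also: 0% = DMSO plus EC80 ATP and 100% = DMSO alone without ATP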
# M1 antag = human M1 muscarinic receptor antagonists, primary screen, CHO-K1 cells, Fluo-8 calcium fluorescence, 1536-well | Muscarinic acetylcholine receptor M1 (Homo sapiens), P11229 | CHO-K1 hM1, ACh EC80 antagonist | inhibition, % at 3 µM | 360,000 compounds, 1.3% hits | AID 588852, 2011;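 active = percent inhibition above its own plate's cutoff, namely the mean of that plate's compound wells plus 3 SD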;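 also: peak over basal fluorescence ratio during 140 s after agonist addition; 0% = ACh EC80 plus DMSO and 100% = DMSO alone without agonist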
# OXTR potentiate = human OXTR potentiators, primary screen, fluorescence, CHO-OTR cells, Fluo-8 calcium; Fluo-8 calcium fluorescence, potentiator mode; 0% = oxytocin EC15, 100% = EC100; activation, % at 3 µM; 320,000 compounds, 0.061% hits; AID 2445, 2010;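 active = activation above that plate's cutoff, the mean activation of tested compounds plus 3 SD, cut at about 6.6% in these data, passing the limit was not always enough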;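 also: 100% uses oxytocin at 75 nM as the full agonist control; some results filed as inactive read as strong as hits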
#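 Dosing: Single dose, 3.0 µM nominal final compound concentration | Material: Human OTR in CHO cells | Technique: Kinetic Fluo-8 calcium fluorescence | Benchmarks: EC15 oxytocin alone as 0%, 75 nM oxytocin as 100% | Probe or stimulus: Oxytocin at about EC15, sub-maximal agonist stimulus | Incubation: Compound 6 min at room temperature before oxytocin, 100 s read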
# CHO-K1 Ca ag = counter-screen for M1 agonists: effect in parental CHO-K1 cells; Fluo-8 calcium fluorescence; scaled to maximal ATP response, vehicle zero; AID 602248, 2012; 360,000 compounds, 0.48% hits; activation, % at 3 µM; in the data active = activation above about 15%;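 also: untransfected CHO-K1 host cells lacking M1 receptor as counterscreen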
# * hit, by the source's call; / = no result given.
SMILES,TAAR1 agonist,CHO-K1 Ca PAM,TAAR1 antag,CHO parental Ca,M1 ag,CHO-K1 Ca antag,M1 antag,OXTR potentiate,CHO-K1 Ca ag
COc1ccc(C(C)=O)cc1CC(C(=O)c1ccc(C)cc1)N(C)C (stereo not drawn),7,18,-8,-12,-10,-8,4,-6,-0.2
C[C@]12CCC3C(CC[C@H]4[C@@H](O)[C@H](O)CC[C@]34C)C1CCC2=O (stereo partly drawn),4,15,11,/,-2,-11,-13,/,3.2
CC(C)(C)[C@]1(O)C[C@@H]2OC(=O)C[C@@]23C(=O)O[C@@H]2OC(=O)[C@H](O)[C@]213,4,5,-7,-1,-2,-17,-4,-14,0.6
CN1CN(c2ccccc2)C2(CCN(CCCSc3ccccc3NC(=O)/C=C/c3ccccc3)CC2)C1=O,122*,-26,102*,/,47*,35*,55*,/,62*
Cc1sc(-n2c(C)cc(C=C3C(=O)NC(=O)NC3=O)c2C)c(C#N)c1C,7,/,19,0,/,/,/,-2,/
O=c1c2ccccc2nc(/C=C/c2ccc(O)cc2)n1-c1cccc(O)c1,4,13,29,-11,-2,9,6,-22,3.6
CC(=O)NCC1=C(c2cccc3ccccc23)C[C@@H]2CC[C@H]1N2Cc1ccco1,1,-9,-10,/,-6,9,6,/,0.2
c1ccc(-c2[nH]c(-c3ccccc3)[n+](CC3CO3)c2-c2ccccc2)cc1 (stereo not drawn),-1,3,-19,-21,-13,-4,-5,-7,0.1
O=C1CC(N2CC=C(c3ccc(F)cc3)CC2)C(=O)N1c1ccc(F)cc1 (stereo not drawn),14,-3,4,-11,2,22,1,-5,-0.4
CC(C)(C)N1CC(C(=O)c2ccccc2)C1c1ccccc1 (stereo not drawn),-2,13,6,/,-9,-14,5,/,-0.1
Cn1c(O)c(C=Nc2ccc(Br)cc2)c(=O)n(C)c1=O,0,18,-6,-9,-2,-3,-6,8,1.1
Cc1ccc2nc(N3CCC(C(=O)N4CCC5(CC4)OCCO5)CC3)sc2c1,1,-3,-20,-6,-6,-2,1,-9,0.7
Cc1cnn(C2CCN(C)CC2)c1N,9,-7,11,-10,-3,11,0,-4,-0.1
CCOc1ccccc1-n1c(O)c(C=NCCCN(CC)CC)c(=O)[nH]c1=O,9,-5,-18,5,-4,20,-16,-17,0.0
CN1CCN(C(=O)COc2ccc(S(=O)(=O)Nc3ccc(Cl)cc3)cc2)CC1,7,7,3,/,-4,-6,-8,/,0.2
CCCCn1c(=O)c(C(=O)NCCc2ccccc2)c(O)c2ccccc21,13,25,-18,-22,-3,-17,-7,0,1.0
Cc1ccccc1CCNCc1cc2cccc(C)c2[nH]c1=O,108*,13,86*,-15,3,0,-2,-10,6.8
CCc1cccc(CC)c1NC(=S)N1CC2CC(C1)c1cccc(=O)n1C2 (stereo not drawn),9,20,-18,3,-2,-9,-1,-3,0.8
O=C(c1cccn2c(=O)c3cc(Br)ccc3nc12)N1CCC2(CC1)OCCO2,7,18,-2,-12,-1,-16,-11,-3,0.3
Cn1c(N)c(C(=O)COC(=O)Cc2ccccc2)c(=O)n(C)c1=O,2,-13,-25,2,-1,7,-2,-9,-0.3
COc1cc(C2NCc3ccccc3-n3cccc32)ccc1O (stereo not drawn),10,16,-2,-9,-3,-11,-7,-14,1.6
COC(=O)C(O)(c1ccc(NC(=O)c2cccs2)c(C)c1)C(F)(F)F (stereo not drawn),4,24,-7,-3,-4,-9,-8,-5,2.8
COc1ccc(-n2nnnc2C(c2ccccc2OC(F)(F)F)N2CCC3(CC2)C(=O)NCN3c2ccccc2)cc1 (stereo not drawn),3,15,19,/,3,0,-30,/,0.5
C=CCn1c(O)c(C(C)=Nc2ccc3c(c2)CCC3)c(=O)[nH]c1=O,1,-16,1,-8,-5,10,8,-16,0.2
O=C1C2CCCN2C(c2cccnc2)N1c1ccc(Cl)c(Cl)c1 (stereo not drawn),14,-8,7,-2,-5,9,-10,-9,0.2
CCC1(CCc2ccncc2)C(=O)NC(=O)NC1=O,2,5,14,1,-4,1,-2,1,0.5
O=C1NC(=O)C(=Cc2ccco2)C(=O)N1,2,-11,-10,/,0,-5,-3,/,0.1
O=C(CN1CC(c2ccccc2)CC1=O)Nc1cccc(F)c1 (stereo not drawn),2,-6,-19,2,3,-2,-3,0,0.8
CC12CC[C@H]3[C@@H](CCC4(O)C[C@H](O)CCC34/C=N/NC(=O)c3ccccc3[N+](=O)[O-])C1(O)CCC2C1=CC(=O)OC1 (stereo partly drawn),3,3,0,-12,-3,-11,-6,-11,0.8
COc1ccccc1NC1=NCCS1,14,0,-1,-3,-2,0,6,2,-0.1

# Structural class, those above containing fluorine.
SMILES,TAAR1 agonist,CHO-K1 Ca PAM,TAAR1 antag,CHO parental Ca,M1 ag,CHO-K1 Ca antag,M1 antag,OXTR potentiate,CHO-K1 Ca ag
O=C1CC(N2CC=C(c3ccc(F)cc3)CC2)C(=O)N1c1ccc(F)cc1 (stereo not drawn),14,-3,4,-11,2,22,1,-5,-0.4
COC(=O)C(O)(c1ccc(NC(=O)c2cccs2)c(C)c1)C(F)(F)F (stereo not drawn),4,24,-7,-3,-4,-9,-8,-5,2.8
COc1ccc(-n2nnnc2C(c2ccccc2OC(F)(F)F)N2CCC3(CC2)C(=O)NCN3c2ccccc2)cc1 (stereo not drawn),3,15,19,/,3,0,-30,/,0.5
O=C(CN1CC(c2ccccc2)CC1=O)Nc1cccc(F)c1 (stereo not drawn),2,-6,-19,2,3,-2,-3,0,0.8

# Carrying on:
SMILES,TAAR1 agonist,CHO-K1 Ca PAM,TAAR1 antag,CHO parental Ca,M1 ag,CHO-K1 Ca antag,M1 antag,OXTR potentiate,CHO-K1 Ca ag
COc1ccc(C=O)cc1O,9,20,3,4,-4,-12,-3,-2,0.9
CC(Cc1ccccc1Sc1ccc(O)cc1)N(C)C (stereo not drawn),/,9,/,-14,-4,-3,83*,-9,1.6
CSc1nnc([C@@H](N)Cc2ccccc2)o1,2,6,11,0,-1,-1,1,-3,-0.1
COc1ccc(CN2C(=O)CC(=O)NC2=S)cc1,-2,13,-2,-3,-7,2,-2,-2,1.0
O=C(C1CC(c2ccc(Cl)c(Cl)c2)=NO1)N1CCC2(CC1)OCCO2 (stereo not drawn),8,15,7,-17,-9,-31,3,-9,7.1
Nc1c(C(=O)OC2CCCCC2)c2nc3ccccc3nc2n1CC1CCCO1 (stereo not drawn),9,10,8,-23,-5,-5,4,1,2.0
COc1ccc(CCn2c(O)c(C=Nc3ccc(NC(C)=O)cc3)c(=O)[nH]c2=O)cc1OC,3,-2,5,-9,-3,1,-5,5,0.7
N=C(N)c1c(O)n(C2CCCCC2)c(=O)n(C2CCCCC2)c1=O,46*,24,18,61*,5,-18,-3,-12,4.5
CC(=NCCCN1CCOCC1)c1c(O)n(Cc2ccccc2)c(=O)[nH]c1=O,6,10,1,-2,-3,4,-4,-6,0.3
O=C1C2C3CCC(O3)C2C(=O)N1c1cccc(F)c1 (stereo not drawn),2,2,0,-11,-1,0,-9,-9,0.4
CN(C)c1ccc(/C=C2\C(=O)NC(=O)N(CCc3ccc(F)cc3)C2=O)cc1,4,8,-8,7,-3,-7,-7,-4,1.5
COc1ccc(CC2(CCc3ccccn3)C(=O)NC(=O)N(c3ccccc3C)C2=O)cc1OC (stereo not drawn),2,23,0,7,-6,-15,-7,-1,2.1
CN1C(=O)C(Cc2nc3ccccc3c(=O)n2-c2ccccc2)c2ccccc21 (stereo not drawn),7,13,6,-20,-5,2,-4,-3,2.1
Clc1ccc(C(Cn2ccnc2)OCc2csc3c(Cl)cccc23)c(Cl)c1 (stereo not drawn),8,21,32,-4,5,-18,-3,-11,3.0
Oc1ccc(Cl)c(Cl)c1,7,-1,17,2,0,-7,6,-9,9.3
COC(=O)c1ccc(N2C(=O)CC(N3CCC(n4c(=O)[nH]c5ccccc54)CC3)C2=O)cc1 (stereo not drawn),7,6,17,-8,1,17,-18,-7,2.0
O=c1[nH]c(=O)n(Cc2ccco2)c(O)c1C=NC1CC1,3,5,15,-5,-3,14,14,-18,-0.1
CN1CCc2nc3sc(C(=O)NC(C)(C)C)c(N)c3cc2C1,11,-4,-7,-3,0,5,-9,-14,-0.3
O=c1c2ccccc2nc(-c2ccco2)n1-c1cccnc1,12,20,-4,-16,-3,-8,-12,-5,2.8
Cc1nc2ccccc2c(=O)n1-c1cccc(O)c1,11,-5,14,-10,-2,5,9,-2,0.2
Cc1cc(Br)c(NC(=O)CN2CC=C(c3ccccc3)CC2)c(Br)c1,3,27,-8,-22,-15,-10,3,-7,3.0
CC(=NCc1ccco1)c1c(O)n(-c2ccc(Cl)cc2)c(=O)[nH]c1=O,1,25,-34,-11,-2,-15,-9,-7,1.4
Cn1c(O)c(C=NCCN2CCNCC2)c(=O)[nH]c1=O,4,-1,-14,5,-7,0,-6,-4,0.1
CC(=O)OC1CC[C@]2(C#N)[C@H]3CC[C@]4(C)[C@H](C5C=CC(=O)O5)CCC4(O)C3CCC2(O)C1 (stereo partly drawn),3,-9,12,-2,-5,-10,0,-3,2.8
CCN1C[C@]2(COC)CC[C@H](OC)[C@@]34C1[C@]1(OCO[C@@]15C[C@H](OC)[C@H]1C[C@@H]3[C@@H]5[C@H]1OC)[C@@H](O)[C@H]24,2,5,-12,-4,-1,-12,-26,0,-0.2
COc1ccc(-n2nnnc2C(CCSC)N2CCC3(CC2)C(=O)NCN3c2ccccc2)cc1 (stereo not drawn),14,0,51*,/,4,22,8,/,3.4
COC(=O)C1=C(c2ccc(OC)c(OC)c2)C[C@@H]2CC[C@H]1N2C(=O)NCCO,0,-17,1,-8,-3,-2,4,-2,0.0
CCOC(=O)C(O)(c1ccc(N)c(OC)c1)C(F)(F)F (stereo not drawn),10,26,11,-19,-5,-15,-5,-12,2.0
COc1ccc(CNCCc2ccc(Cl)cc2)c(OC)c1OC,65*,12,-25,-18,-8,-1,-5,-15,1.8
CCN1C(=O)C(=C2C=C(C)N(Cc3ccco3)C(C)=C2)C(=O)N(CC)C1=S,30,-3,-7,-8,-9,6,4,-16,0.6

# Assay outcomes from PubChem BioAssay.

# Some of the compounds tested; rates above refer to the full screens.
